Assay outcomes from PubChem.
TCR-CD3 inh = inhibitors of human TCR-CD3 interaction | TAMRA-labeled TCR probe fluorescence, biochemical | inhibition, % at 9.4 µM | 360,000 compounds, 0.37% hits; in the data active = inhibition above about 19%;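 note: recombinant mutant TCR 2C K166C tagged with TAMRA read by polarization; 0% = receptor in buffer alone and 100% = receptor with positive control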
NPR2 activator = GC-B (human) receptor activation | P20594 | HEK293-GC-B cells, CNP EC30, cGMP TR-FRET; 0% at EC30 CNP, 100% saturating CNP | activation, % at 10 µM | 370,000 compounds, 0.11% hits;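 active = activation at 10 µM reaching about 35% in either raw or pattern-adjusted values, limit read from the data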
PRMT1 FP inh = inhibitors of human PRMT1; recombinant PRMT1, activity-based probe fluorescence polarization; Q99873; inhibition, % at 2.79 µM; AID 652257; 370,000 compounds, 1.3% hits;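 active = inhibition above about 21% made by adding two undisclosed values, limit read from the data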
TDP2 absorb = TDP2 (human) inhibition, absorbance primary screen; O95551; recombinant TDP2, T5PNP hydrolysis, p-nitrophenol absorbance 415 nm; inhibition, % at 12.8 µM; 370,000 compounds, 0.34% hits;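 active = inhibition above the mean of all tested compounds plus 3 SD, set per campaign, cut at about 25% in these data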;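 note: 0% = DMSO with enzyme and 100% = buffer with substrate but no TDP2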
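Incubation: 2 h at 37 °C; Test system: recombinant human TDP2; Quantity: enzyme 120 nM; Read-out basis: percent inhibition; Medium: 50 mM Tris-HCl pH 7.5 with Mg2+, KCl, DTT, BSA; Repeats: single replicate; Compound: 12.8 µM single point, 1% DMSO; Signal: epi absorbance; Reagent: 5 mM T5PNP chromogenic substrate; Benchmarks: no-enzyme high, DMSO-plus-enzyme low.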
LEDGF integ inh = blocks HIV-1 LEDGF/p75-dependent DNA integration | inhibition, % at 3.7 µM | TR-FRET IN-LEDGF/p75 DNA integration, Eu/Cy5 | 370,000 compounds, 0.64% hits;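 active = inhibition above the screen-wide mean plus 3 SD, cut at about 13% in these data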;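 note: signal is the Cy5 over europium emission ratio at 671 and 618 nm; 0% = plate median of compound wells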
MBD2 inh = MBD2-methylated oligo binding inhibition | TR-FRET, MBD2 binding to methylated oligonucleotide | inhibition, % at 4.4 µM | 370,000 compounds, 0.31% hits; in the data active = inhibition above about 13%
HTRA1 inh = blocks human HTRA1 serine peptidase | recombinant HTRA1, FP-rhodamine activity-based probe, fluorescence polarization | inhibition, % at 5.96 µM | 340,000 compounds, 0.5% hits | AID 504803; in the data active = inhibition above about 36%;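 note: 0% = enzyme with DMSO and 100% = wells lacking enzyme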
Target sequence (Q92743 whole entry, looked up): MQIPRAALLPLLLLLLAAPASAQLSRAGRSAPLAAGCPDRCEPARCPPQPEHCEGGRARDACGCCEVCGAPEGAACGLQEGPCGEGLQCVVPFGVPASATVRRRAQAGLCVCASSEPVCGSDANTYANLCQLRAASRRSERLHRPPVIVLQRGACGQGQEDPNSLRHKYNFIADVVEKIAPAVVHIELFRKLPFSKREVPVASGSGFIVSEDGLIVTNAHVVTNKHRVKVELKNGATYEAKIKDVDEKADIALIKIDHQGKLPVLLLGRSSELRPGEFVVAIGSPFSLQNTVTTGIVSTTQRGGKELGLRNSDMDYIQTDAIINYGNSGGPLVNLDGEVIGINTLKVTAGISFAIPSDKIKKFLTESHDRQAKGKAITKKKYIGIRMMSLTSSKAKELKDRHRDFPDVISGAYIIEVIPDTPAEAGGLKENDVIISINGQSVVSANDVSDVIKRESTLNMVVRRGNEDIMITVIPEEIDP
rCAG RNA binder = molecules binding r(CAG) RNA repeats; r(CAG) RNA repeat, TO-PRO-1 dye displacement fluorescence; inhibition, % at 3 µM; 370,000 compounds, 1.3% hits;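 active = inhibition above the plate cutoff, the mean of all test compounds on that plate plus 3 SD, cut at about 35% in these data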;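 note: 0% = DMSO alone and 100% = 100 µM mitoxantrone as full dye displacement; higher means more dye released from RNA so lower well fluorescence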
SIAE primary = inhibitors of human sialic acid acetylesterase SIAE. SIAE FP-Rh probe binding, fluorescence polarization. inhibition, % at 9.66 µM. 370,000 compounds, 0.69% hits;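 active = inhibition above a cutoff: mean of compounds within the control limits plus 3 SD of those, cut at about 17% in these data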;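 note: 0% = plate median of compound wells and 100% = probe without SIAE protein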
Target sequence (Q9HAT2 whole entry, looked up): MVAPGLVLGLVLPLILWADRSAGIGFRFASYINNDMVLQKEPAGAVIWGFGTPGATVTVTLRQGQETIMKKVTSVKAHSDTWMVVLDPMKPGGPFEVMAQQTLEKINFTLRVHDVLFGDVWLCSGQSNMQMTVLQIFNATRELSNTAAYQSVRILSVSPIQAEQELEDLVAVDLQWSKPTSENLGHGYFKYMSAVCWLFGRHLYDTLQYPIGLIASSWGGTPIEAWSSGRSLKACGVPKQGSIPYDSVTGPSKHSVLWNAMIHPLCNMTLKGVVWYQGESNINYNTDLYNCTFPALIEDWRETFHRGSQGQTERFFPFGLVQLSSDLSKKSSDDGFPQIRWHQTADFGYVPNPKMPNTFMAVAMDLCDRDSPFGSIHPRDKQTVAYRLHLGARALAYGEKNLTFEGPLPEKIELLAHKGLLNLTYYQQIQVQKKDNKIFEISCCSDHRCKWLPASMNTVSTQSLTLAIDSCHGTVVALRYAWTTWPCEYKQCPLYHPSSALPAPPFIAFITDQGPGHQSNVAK
ABHD4 inh = inhibits mouse alpha/beta hydrolase domain 4. inhibition, % at 8.92 µM. purified mABHD4, FP-Rh probe fluorescence polarization. 370,000 compounds, 0.54% hits. Q8VD66. AID 720543;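 active = inhibition exceeding the mean over every tested compound plus 3 SD, cut at about 30% in these data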;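 note: 0% = plate median of compound wells and 100% = S159A mutant with DMSO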
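Assay system: wild-type mouse ABHD4 protein; compound: single nominal dose of 8.92 µM, 0.89% DMSO final; schedule: 45 min + 60 min at 25 °C; measured by: FP readout, ex 525 nm / em 598 nm; evaluation: % inhibition of FP-Rh probe binding versus controls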
* hit, by the source's call. The list is partial (hit frequency here may not be typical).

How did CCOCCOC(=O)COC(=O)c1ccccc1NC(=O)c1ccccc1 do in these assays?
TCR-CD3 inh: 4; NPR2 activator: -6; PRMT1 FP inh: 0; TDP2 absorb: 3; LEDGF integ inh: 0; MBD2 inh: 6; HTRA1 inh: -8; rCAG RNA binder: -5; SIAE primary: 4; ABHD4 inh: -3

How did CC(=O)c1ccc(S(=O)(=O)NC2CC(=O)N(c3ccc(C)c(C)c3)C2)cc1 (centres undefined) do in these assays?
TCR-CD3 inh: 2; NPR2 activator: -2; PRMT1 FP inh: -3; TDP2 absorb: 12; LEDGF integ inh: 0; MBD2 inh: -8; HTRA1 inh: 4; rCAG RNA binder: -1; SIAE primary: 2; ABHD4 inh: 3

How did O=C1CSC(=S)N1c1cccc(O)c1 do in these assays?
TCR-CD3 inh: -6; NPR2 activator: 4; PRMT1 FP inh: 17; TDP2 absorb: 4; LEDGF integ inh: 4; MBD2 inh: -2; HTRA1 inh: -3; rCAG RNA binder: 7; SIAE primary: -5; ABHD4 inh: -5

What do the screens show for `C=CCCC1CN(Cc2ccc(OC)cc2)S(=O)(=O)c2c(cccc2Sc2ccc(OC)c(OC)c2)O1` (centres undefined)?
TCR-CD3 inh: 0; NPR2 activator: -3; PRMT1 FP inh: -2; TDP2 absorb: 3; LEDGF integ inh: 4; MBD2 inh: -5; rCAG RNA binder: 12; SIAE primary: 1; ABHD4 inh: -10

Results for Cc1ccc(S(=O)(=O)N2CCC(C(=O)N3CCCC3C(=O)N[C@@H](CC(C)C)C(=O)NCC(N)=O)CC2)cc1 (some centres undefined) ?
TCR-CD3 inh: 4; NPR2 activator: 3; PRMT1 FP inh: -5; TDP2 absorb: 2; LEDGF integ inh: 6; MBD2 inh: -6; HTRA1 inh: -6; rCAG RNA binder: -6; SIAE primary: 3; ABHD4 inh: 0

What do the screens show for `COc1ccc(N2CCN(C(=O)c3ccc4c(=O)n(CCc5ccc(OC)c(OC)c5)c(=O)[nH]c4c3)CC2)cc1`?
TCR-CD3 inh: -3; NPR2 activator: -4; PRMT1 FP inh: 3; TDP2 absorb: 7; LEDGF integ inh: -2; MBD2 inh: 7; HTRA1 inh: 4; rCAG RNA binder: -2; SIAE primary: 3; ABHD4 inh: 2

How did CC1CCCC(C)N1C(=O)CSc1nc(N)c(-c2ccccc2)c(=O)[nH]1 (centres undefined) do in these assays?
TCR-CD3 inh: -1; NPR2 activator: 7; PRMT1 FP inh: 1; TDP2 absorb: 14; LEDGF integ inh: -1; MBD2 inh: -1; HTRA1 inh: 6; rCAG RNA binder: -7; SIAE primary: -9; ABHD4 inh: 1

Results for CN1CCN(CC(O)COc2ccc(C34CC5CC(CC(C5)C3)C4)cc2)CC1 (centres undefined) ?
TCR-CD3 inh: -4; NPR2 activator: -3; PRMT1 FP inh: 5; TDP2 absorb: -1; LEDGF integ inh: -6; MBD2 inh: 5; HTRA1 inh: 8; rCAG RNA binder: -6; SIAE primary: -6; ABHD4 inh: 16

How did O=C(O)CCC(=O)NCC1OCCc2ccccc21 (centres undefined) do in these assays?
TCR-CD3 inh: -2; NPR2 activator: 5; PRMT1 FP inh: 0; TDP2 absorb: 1; LEDGF integ inh: 1; MBD2 inh: 5; HTRA1 inh: -3; rCAG RNA binder: -1; SIAE primary: 5; ABHD4 inh: -3

What do the screens show for `COc1ccc(C(=O)Nc2ccccc2C(=O)NC(Cc2ccc(O)cc2)C(=O)NNC(=O)c2ccccc2)cc1` (centres undefined)?
TCR-CD3 inh: -10; NPR2 activator: -3; PRMT1 FP inh: 9; TDP2 absorb: -5; LEDGF integ inh: -2; MBD2 inh: 5; HTRA1 inh: -28; rCAG RNA binder: 11; SIAE primary: -16; ABHD4 inh: -22

What do the screens show for `COC(=O)c1ccc(Cn2c(C)c(C(=O)NCc3cccc(C(F)(F)F)c3)sc2=O)o1`?
TCR-CD3 inh: 2; NPR2 activator: -1; PRMT1 FP inh: 1; TDP2 absorb: -9; LEDGF integ inh: -1; MBD2 inh: 4; rCAG RNA binder: 3; SIAE primary: -13; ABHD4 inh: 0

How did Cc1c(CN2CCC(C)CC2)c(=O)n(-c2ccccc2)n1C do in these assays?
TCR-CD3 inh: -3; NPR2 activator: 5; PRMT1 FP inh: 1; TDP2 absorb: -2; LEDGF integ inh: -4; MBD2 inh: 2; HTRA1 inh: 2; rCAG RNA binder: 1; SIAE primary: -1; ABHD4 inh: -5

How did CC(C)(C)c1ccc(C(CC(=O)O)NC(=O)CSc2ccccc2)cc1 (centres undefined) do in these assays?
TCR-CD3 inh: 3; NPR2 activator: 2; PRMT1 FP inh: 4; TDP2 absorb: -5; LEDGF integ inh: 1; MBD2 inh: -2; rCAG RNA binder: 10; SIAE primary: -1; ABHD4 inh: 0

Results for COc1ccc2c(c1)cc1n2CCN=C1N ?
TCR-CD3 inh: -6; NPR2 activator: -7; PRMT1 FP inh: 0; TDP2 absorb: 2; LEDGF integ inh: 1; MBD2 inh: -3; HTRA1 inh: -2; rCAG RNA binder: 5; SIAE primary: 6; ABHD4 inh: 6

What do the screens show for `CC(=O)N1CCc2cc(S(=O)(=O)NC(Cc3ccccc3)C(=O)NCCN3CCCCC3C)ccc21` (centres undefined)?
TCR-CD3 inh: -6; NPR2 activator: 0; PRMT1 FP inh: -3; TDP2 absorb: -8; LEDGF integ inh: 6; MBD2 inh: 2; HTRA1 inh: 3; rCAG RNA binder: 0; SIAE primary: -3; ABHD4 inh: 1

What do the screens show for `Cc1nc(=O)c(-c2ccccc2)c(C)n1-c1ccccc1`?
TCR-CD3 inh: 6; NPR2 activator: 3; PRMT1 FP inh: -6; TDP2 absorb: -9; LEDGF integ inh: 2; MBD2 inh: 3; HTRA1 inh: 2; rCAG RNA binder: -1; SIAE primary: -8; ABHD4 inh: 4

What do the screens show for `CN(C)S(=O)(=O)c1cccc(NC(=O)CSc2nncn2C)c1`?
TCR-CD3 inh: -2; NPR2 activator: -1; PRMT1 FP inh: -3; TDP2 absorb: 12; LEDGF integ inh: 1; MBD2 inh: 0; HTRA1 inh: 3; rCAG RNA binder: 0; SIAE primary: 0; ABHD4 inh: -2

Results for CC1Cc2nc(SCC(=O)NCCc3ccccc3)n(C)c(=O)c2S1 (centres undefined) ?
TCR-CD3 inh: 2; NPR2 activator: -7; PRMT1 FP inh: 8; TDP2 absorb: -5; LEDGF integ inh: -4; MBD2 inh: -3; HTRA1 inh: -8; rCAG RNA binder: 5; SIAE primary: 7; ABHD4 inh: -1

How did O=C(O)c1ccccc1SCC(=O)N1CCCCC1 do in these assays?
TCR-CD3 inh: 3; NPR2 activator: -4; PRMT1 FP inh: 0; TDP2 absorb: 2; LEDGF integ inh: 0; MBD2 inh: -1; HTRA1 inh: 1; rCAG RNA binder: 1; SIAE primary: -1; ABHD4 inh: 4

What do the screens show for `Clc1ccc(-c2noc(CN3CCOCC3)n2)cc1`?
TCR-CD3 inh: -3; NPR2 activator: 1; PRMT1 FP inh: -2; TDP2 absorb: -7; LEDGF integ inh: 1; MBD2 inh: -2; rCAG RNA binder: -3; SIAE primary: 1; ABHD4 inh: -2

Results for O=C(CCS(=O)(=O)c1ccccc1)NCCS(=O)(=O)c1ccccc1 ?
TCR-CD3 inh: 4; NPR2 activator: 0; PRMT1 FP inh: 0; TDP2 absorb: 6; LEDGF integ inh: 2; MBD2 inh: 1; HTRA1 inh: 3; rCAG RNA binder: -2; SIAE primary: -1; ABHD4 inh: -8

Results for CCCCNC(=O)Oc1cccc(N2CCCC2=O)c1 ?
TCR-CD3 inh: 1; NPR2 activator: -1; PRMT1 FP inh: -3; TDP2 absorb: 0; LEDGF integ inh: 1; MBD2 inh: -2; HTRA1 inh: 5; rCAG RNA binder: -1; SIAE primary: 5; ABHD4 inh: -5

How did Cc1c(C(=O)NNS(=O)(=O)c2ccccc2)sc(=S)n1C do in these assays?
TCR-CD3 inh: 0; NPR2 activator: 1; PRMT1 FP inh: 1; TDP2 absorb: 8; LEDGF integ inh: 0; MBD2 inh: 3; HTRA1 inh: 5; rCAG RNA binder: 1; SIAE primary: 6; ABHD4 inh: 5

What do the screens show for `Cc1ccc(Cl)cc1NC(=O)CN1CCN(S(=O)(=O)N2CCC(C)CC2)CC1`?
TCR-CD3 inh: 4; NPR2 activator: 0; PRMT1 FP inh: 1; TDP2 absorb: -2; LEDGF integ inh: -2; MBD2 inh: -3; HTRA1 inh: 1; rCAG RNA binder: -4; SIAE primary: -2; ABHD4 inh: 7

How did CCCN(CCC)C(=O)Cn1c(=O)n(CCCCCC(=O)Nc2ccccc2)c(=O)c2sccc21 do in these assays?
TCR-CD3 inh: -2; NPR2 activator: -3; PRMT1 FP inh: -3; TDP2 absorb: 10; LEDGF integ inh: 2; MBD2 inh: -7; HTRA1 inh: -2; rCAG RNA binder: 0; SIAE primary: 3; ABHD4 inh: 4

How did CC(C)N1CC(C(=O)Nc2ccc(C#N)cc2)CC1=O (centres undefined) do in these assays?
TCR-CD3 inh: 5; NPR2 activator: 2; PRMT1 FP inh: -2; TDP2 absorb: 7; LEDGF integ inh: 4; MBD2 inh: -4; HTRA1 inh: 6; rCAG RNA binder: -4; SIAE primary: 4; ABHD4 inh: 6

Results for CC(C)(C)OC(=O)N[C@@H](Cc1c[nH]c2ccccc12)c1nnc(SCC(N)=O)o1 ?
TCR-CD3 inh: -10; NPR2 activator: 6; PRMT1 FP inh: 8; TDP2 absorb: -4; LEDGF integ inh: 5; MBD2 inh: 8; HTRA1 inh: 1; rCAG RNA binder: 2; SIAE primary: -8; ABHD4 inh: -10

What do the screens show for `COc1cccc(CNC(=O)c2cc(S(=O)(=O)N3CCCCC3)ccc2C)c1`?
TCR-CD3 inh: 8; NPR2 activator: 5; PRMT1 FP inh: 1; TDP2 absorb: 5; LEDGF integ inh: -1; MBD2 inh: 5; HTRA1 inh: -2; rCAG RNA binder: 1; SIAE primary: 1; ABHD4 inh: -3

What do the screens show for `CC(=O)Nc1ccc(NC(=O)COc2cccc3c2OC(C)(C)C3)cc1`?
TCR-CD3 inh: 3; NPR2 activator: 1; PRMT1 FP inh: -3; TDP2 absorb: -11; LEDGF integ inh: 2; MBD2 inh: 0; HTRA1 inh: -6; rCAG RNA binder: -6; SIAE primary: -4; ABHD4 inh: -3

How did O=C(Nc1nc(-c2ccccc2Cl)cs1)c1cccnc1 do in these assays?
TCR-CD3 inh: -9; NPR2 activator: -6; PRMT1 FP inh: 3; TDP2 absorb: -11; LEDGF integ inh: 5; MBD2 inh: -2; HTRA1 inh: -19; rCAG RNA binder: 4; SIAE primary: -45; ABHD4 inh: -13

How did Cc1cccc(CN2CCN(C(=O)c3cccc4ccccc34)CC2)c1 do in these assays?
TCR-CD3 inh: -10; NPR2 activator: -2; PRMT1 FP inh: 4; TDP2 absorb: 11; LEDGF integ inh: -4; MBD2 inh: 5; HTRA1 inh: 4; rCAG RNA binder: -6; SIAE primary: 1; ABHD4 inh: 3
